# GSH bead fluor – GSH bead compound fluorescence profile; GSH beads flow cytometry, compound fluorescence 488/530 nm; hits give high values; fluorescence (KMESF) at 10 µM; 190,000 tested, 0.25% active; AID 1776; in the data active = fluorescence above about 89;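 also: glutathione beads carrying GST-tagged Bcl family fusion proteins plus one bare bead set; values are compound well signal with DMSO vehicle wells as background; inactives centre near 16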
# Rac1 mut GTP – human Rac1 activated mutant GTP binding change | P63000 | GST-Rac1 activated beads, fluorescent GTP binding, flow cytometry; actives lie on both sides; 100% means binding = to untreated wells | percent activity (GTP binding), % at 10 µM | 190,000 tested, 0.11% active;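 active = GTP binding at least 20 percentage points away from the 100% baseline, in either direction, so actives lie on both sides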
# Avidin fluor – compound fluoresces at 488/530 nm on avidin beads. compound fluorescence 488/530 nm, flow cytometry; hits give high values. fluorescence (KMESF) at 10 µM. 220,000 tested, 0.38% active. AID 1775; in the data active = fluorescence above about 47; also: inactives centre near 10
# Pf gametocyte – inhibitors of late stage P. falciparum gametocyte viability; P. falciparum stage V gametocytes, ATP luminescence, 24 h; inhibition, % at 10.9 µM; 150,000 tested, 0.065% active; AID 743093;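 active = inhibition above the mean plus 3 SD of compounds within the control limits, set per campaign, cut at about 38% in these data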;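 also: 0% = DMSO wells and 100% = medium only without gametocytes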
# Rab7 wt GTP bind – alters GTP binding to wildtype dog Rab7; 190,000 tested, 0.055% active; GST-Rab7 beads, fluorescent GTP binding, flow cytometry; actives lie on both sides; untreated = 100%, excess cold GTP = 0%; AID 758; GTP binding activity (percent of control), % at 10 µM;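 active = fluorescent GTP binding to Rab7 beads changed by at least 20 points from the 100% baseline, either direction, mostly lower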;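 also: median green fluorescence of bound Bodipy-FL-GTP per Rab7 bead population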
# HRas wt GTP bind – modulators of GTP binding to human HRas wildtype; 190,000 tested, 0.14% active; GST-Ras wt beads, Bodipy-FL-GTP binding, flow cytometry; actives lie on both sides; GTP binding activity, % at 10 µM;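 active = GTP binding activity at least 20% away from the 100% baseline, either lowered as inhibitor or raised as activator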;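 also: 0% = unlabeled GTP competition control and 100% = no-compound control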
# Target sequence (P01112 whole entry, looked up): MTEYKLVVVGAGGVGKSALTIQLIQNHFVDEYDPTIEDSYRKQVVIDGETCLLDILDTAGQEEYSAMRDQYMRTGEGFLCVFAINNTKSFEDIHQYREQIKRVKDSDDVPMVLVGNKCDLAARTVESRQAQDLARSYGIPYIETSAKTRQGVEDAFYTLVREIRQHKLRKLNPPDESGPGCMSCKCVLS
# Rab2 wt GTP – changes GTP binding to wildtype dog Rab2A, up or down | GST-Rab2 wt beads, Bodipy-GTP binding, flow cytometry | GTP binding activity, % at 10 µM | P61105 | 190,000 tested, 0.19% active | AID 760;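 active = GTP binding activity at least 20 points away from 100%, either lowered or raised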;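 also: 0% = beads with excess unlabeled GTP and 100% = no-compound control corrected for plate trend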
# Cdc42 wt – modulators (inhibitors or activators) of GTP binding to human Cdc42 wildtype; P60953; GST-Cdc42 beads, Bodipy-GTP binding, flow cytometry; actives lie on both sides; percent activity (GTP binding), % at 10 µM; 190,000 tested, 0.2% active; AID 761;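 active = percent activity GTP binding at least 20 points away from the 100% baseline, either down as inhibitor or up as activator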;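 also: median bead fluorescence of bound Bodipy-FL-GTP at 100 nM; 0% = excess unlabeled GTP control and 100% = no compound control; below 100% means less GTP binding so inhibitor and above means activator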
# Target sequence (P60953 whole entry, looked up): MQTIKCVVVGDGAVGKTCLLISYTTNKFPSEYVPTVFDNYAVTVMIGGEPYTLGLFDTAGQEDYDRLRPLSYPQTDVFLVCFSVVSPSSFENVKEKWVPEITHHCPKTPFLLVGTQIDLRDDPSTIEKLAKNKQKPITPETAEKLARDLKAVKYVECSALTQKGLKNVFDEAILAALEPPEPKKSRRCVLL
# Rac1 wt GTP bind – modulators of human Rac1 wildtype GTP binding; GST-Rac1 beads, fluorescent GTP binding, flow cytometry; actives lie on both sides; 0 = cold GTP competed, 100 = untreated; GTP binding activity (% of control), % at 10 µM; 190,000 tested, 0.27% active; AID 757;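 active = GTP binding activity at least 20 points away from the 100% control level, either lower or higher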
# ABCB1 block – blocks JC-1 efflux by human ABCB1 transporter | AID 1326 | inhibition, % at 6.6 µM | CCRF-Adr cells, flow cytometry | 190,000 tested, 0.067% active; in the data active = inhibition above about 40%;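 also: 0% = vehicle and 100% = reference inhibitor; higher value means more JC-1 retained so stronger ABCB1 efflux block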
# ABCG2 inh – blocks JC-1 efflux by human ABCG2 transporter; inhibition, % at 6.6 µM; Q9UNQ0; 190,000 tested, 0.1% active; AID 1325; IgMXP3 cells, flow cytometry;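 active = inhibition above 80%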;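 also: 0% = DMSO and 100% = nicardipine control wells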
# Target sequence (Q9UNQ0 whole entry, looked up): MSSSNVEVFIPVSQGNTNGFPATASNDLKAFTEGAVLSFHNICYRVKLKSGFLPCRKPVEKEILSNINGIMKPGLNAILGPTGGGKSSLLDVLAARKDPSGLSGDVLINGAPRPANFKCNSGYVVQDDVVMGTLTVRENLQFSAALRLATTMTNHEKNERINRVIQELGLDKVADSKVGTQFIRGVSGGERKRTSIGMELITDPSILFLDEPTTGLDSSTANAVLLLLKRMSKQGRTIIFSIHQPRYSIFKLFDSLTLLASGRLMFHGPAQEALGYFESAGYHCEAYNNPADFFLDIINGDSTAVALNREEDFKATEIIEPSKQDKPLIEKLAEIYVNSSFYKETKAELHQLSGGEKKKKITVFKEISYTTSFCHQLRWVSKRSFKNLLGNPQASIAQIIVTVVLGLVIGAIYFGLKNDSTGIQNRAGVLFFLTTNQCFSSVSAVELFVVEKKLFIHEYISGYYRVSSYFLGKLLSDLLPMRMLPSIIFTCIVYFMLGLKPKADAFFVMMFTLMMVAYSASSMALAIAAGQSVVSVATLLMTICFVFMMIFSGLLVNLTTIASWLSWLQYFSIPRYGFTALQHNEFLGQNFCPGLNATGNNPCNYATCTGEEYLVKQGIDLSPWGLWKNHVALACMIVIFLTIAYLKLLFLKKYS
#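 Times: 10 min at 25 °C | Test system: Two drug-resistant human cell lines, ABCG2 and ABCB1 | Quantity: 3 million cells/mL final, two lines in 1:1 ratio | Signal: Flow cytometry, 530 nm JC-1 signal | Dosing: Compound at 6.6 µM | Controls: Nicardipine and DMSO wells | Reagent: JC-1 as fluorescent efflux pump substrate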
# * = called active by the depositor; . = no result given.
SMILES,GSH bead fluor,Rac1 mut GTP,Avidin fluor,Pf gametocyte,Rab7 wt GTP bind,HRas wt GTP bind,Rab2 wt GTP,Cdc42 wt,Rac1 wt GTP bind,ABCB1 block,ABCG2 inh
O=C(Nc1nnc(COc2ccc(F)cc2)s1)c1cccs1,45,98,4,9,95,98,99,100,101,0.1,0
COc1cc(C(=O)/C=C/Nc2ccc(NC(C)=O)cc2)cc(OC)c1OC,13,100,10,8,99,99,100,99,101,0.5,4
COc1ccc(C(=O)NCC(c2cccnc2)N2CCN(c3ccccc3OC)CC2)cc1OC (stereo not drawn),23,104,6,.,102,102,104,103,106,-3.2,-3
Cc1ccc(CNS(=O)(=O)NCc2ccc(Cl)cc2)cc1,11,94,11,-13,93,96,97,97,97,0.4,4
COC(=O)Cc1c(C)[nH]n(-c2cc(Cl)cc(Cl)c2)c1=O,17,92,12,-6,105,96,93,91,96,-0.2,0
CCN(CC)CC(=O)Nc1nn(-c2ccccc2)nc1C(N)=O,9,95,9,-1,99,99,97,98,99,0.2,1
Cc1ccccc1N=Nc1c(C)[nH]n(-c2ccccc2)c1=O,12,96,13,.,96,98,97,98,102,0.5,2
CCCCNC(=O)c1onc(CCl)c1C(=O)OC,22,99,11,-16,100,105,104,104,101,0.4,2
O=C(c1ccco1)N1CCN(C(c2ccccc2Cl)c2nnnn2Cc2cccs2)CC1 (stereo not drawn),49,99,10,24,97,99,99,102,102,1.3,-2
CCCN(CC(=O)Nc1ccc(C(N)=O)cc1)CC(=O)Nc1cc(Cl)ccc1Cl,16,96,9,3,99,98,99,101,102,1.0,15
COc1c(F)c(F)c(C(=O)Nc2ccc3oc(-c4ccncc4)nc3c2)c(F)c1F,33,98,5,10,99,99,100,102,102,0.0,5
CC(=O)NCCOC(=O)Nc1cccnc1,63,93,10,.,94,94,94,95,94,0.2,0
CCn1c(SCC(=O)NCc2ccco2)nc2c(c1=O)SC(C)C2 (stereo not drawn),10,99,8,-9,96,103,101,104,108,0.5,3
CCOC(=O)c1sc2nccc(N(C)C)c2c1N=CNOCc1c(F)cccc1Cl,54,97,12,-30,100,101,98,99,115,0.2,2
CCC(C)/C=C/C1=CC2=C(Cl)C(=O)C3(C)OC(=O)C(C(=O)C(C)C(C)O)C3C2=CO1 (stereo not drawn),20,93,4,.,102,93,95,90,91,-0.7,-1
COc1cc(NC(=S)NCc2cccs2)cc(OC)c1,9,100,4,.,98,101,98,102,103,0.0,7
O=C(CCc1nnc(C2CCCCC2)o1)N1CCN(Cc2ccccc2)CC1,11,95,15,11,100,96,97,93,95,0.0,-3
CC(NCc1ccco1)C(=O)N1CCc2ccccc2C1 (stereo not drawn),45,102,14,-45,103,106,104,107,109,0.6,2
CC(C)C[C@H](NC(=O)OC(C)(C)C)c1n[nH]c(=S)n1N,16,100,13,10,99,102,101,99,105,0.4,1
CCOc1ccccc1NC(=O)CN(c1nccs1)S(=O)(=O)c1ccc(N)cc1,7,96,33,.,100,99,99,97,97,0.7,2
Cc1ccc2nc(C(F)OC(F)(F)F)[nH]c2c1 (stereo not drawn),28,93,11,-9,99,95,96,96,96,-0.1,3
O=C(Nc1cccnc1)/C(N=Nc1ccc(Cl)c(C(F)(F)F)c1)=C(\O)c1ccccc1,7,97,7,-25,102,98,98,99,99,0.6,9
Cc1ccc(S(=O)(=O)N2CCOCC2)cc1C(=O)NCc1cn2ccsc2n1,63,100,11,1,98,101,99,106,107,0.3,1
COC(=O)CC1C(=O)NCCN1C(=S)Nc1ccccc1Cl (stereo not drawn),10,94,10,7,98,96,95,99,99,0.6,10
CC(C)CC(NC(=O)C(CO)NC(=O)C1CCC(=O)N1)C(N)=O (stereo not drawn),12,97,24,-33,103,96,97,94,98,-0.2,0

# Part of the list above in order of formula weight, high to low.
SMILES,GSH bead fluor,Rac1 mut GTP,Avidin fluor,Pf gametocyte,Rab7 wt GTP bind,HRas wt GTP bind,Rab2 wt GTP,Cdc42 wt,Rac1 wt GTP bind,ABCB1 block,ABCG2 inh
O=C(c1ccco1)N1CCN(C(c2ccccc2Cl)c2nnnn2Cc2cccs2)CC1 (stereo not drawn),49,99,10,24,97,99,99,102,102,1.3,-2
O=C(Nc1cccnc1)/C(N=Nc1ccc(Cl)c(C(F)(F)F)c1)=C(\O)c1ccccc1,7,97,7,-25,102,98,98,99,99,0.6,9
Cc1ccc(S(=O)(=O)N2CCOCC2)cc1C(=O)NCc1cn2ccsc2n1,63,100,11,1,98,101,99,106,107,0.3,1
CCn1c(SCC(=O)NCc2ccco2)nc2c(c1=O)SC(C)C2 (stereo not drawn),10,99,8,-9,96,103,101,104,108,0.5,3
COC(=O)CC1C(=O)NCCN1C(=S)Nc1ccccc1Cl (stereo not drawn),10,94,10,7,98,96,95,99,99,0.6,10
COC(=O)Cc1c(C)[nH]n(-c2cc(Cl)cc(Cl)c2)c1=O,17,92,12,-6,105,96,93,91,96,-0.2,0
CC(C)C[C@H](NC(=O)OC(C)(C)C)c1n[nH]c(=S)n1N,16,100,13,10,99,102,101,99,105,0.4,1
Cc1ccccc1N=Nc1c(C)[nH]n(-c2ccccc2)c1=O,12,96,13,.,96,98,97,98,102,0.5,2
CCCCNC(=O)c1onc(CCl)c1C(=O)OC,22,99,11,-16,100,105,104,104,101,0.4,2
CC(=O)NCCOC(=O)Nc1cccnc1,63,93,10,.,94,94,94,95,94,0.2,0

# Carrying on.
SMILES,GSH bead fluor,Rac1 mut GTP,Avidin fluor,Pf gametocyte,Rab7 wt GTP bind,HRas wt GTP bind,Rab2 wt GTP,Cdc42 wt,Rac1 wt GTP bind,ABCB1 block,ABCG2 inh
O=C(CSCc1ccc([N+](=O)[O-])cc1)NN=C1CCCCCC1,16,100,4,3,96,97,96,96,104,0.1,0
COC(=O)N/N=C/c1cc(C)n(-c2ccc(F)cc2)c1C,15,94,8,-12,103,98,102,102,99,-0.7,4
Cc1[nH]c2ccc(F)cc2c1CCNC(=O)C1CCCCC1C(=O)OCC(F)(F)F (stereo not drawn),9,102,5,.,101,101,101,106,104,1.5,10
Cc1ccc2c(COC(=O)CNC(=O)c3ccccc3)cc(=O)oc2c1,9,98,5,-13,101,100,100,100,104,-6.2,-12
CCSC1=N/C(=C\c2cccc(F)c2)C(=O)S1,12,101,11,-5,100,102,102,100,101,-0.7,-3
Cc1cc(C)n(C2CC(=O)N(c3cccc(Cl)c3)C2=O)n1 (stereo not drawn),13,93,.,.,101,98,100,97,98,-0.1,0
CC(Oc1ccc(Cl)cc1Cl)C(=O)NC1=NN(c2ccccc2)C(=O)C1 (stereo not drawn),34,88,14,24,95,97,92,94,94,-0.2,-2
CCc1ccc(CCC(=O)Nc2ccccc2C(=O)O)o1,16,103,10,-9,100,102,102,99,104,0.1,1
O=C(Nc1ccc(Cl)cn1)c1cccc(S(=O)(=O)N2CCOCC2)c1,23,97,27,13,98,100,99,99,104,0.5,3
COc1ccccc1OCCOCCOc1ccccc1Cl,14,100,9,51*,99,99,98,99,104,0.5,4
O=C1CC(Sc2nnc(-c3ccccc3O)o2)C(=O)N1c1ccccc1 (stereo not drawn),25,100,34,.,100,102,101,101,105,0.1,2
Cc1ccc(N(CC(=O)NCCSc2ccccn2)S(C)(=O)=O)cc1,14,97,8,22,96,98,98,95,98,2.0,24
O=C(NC(=S)NCC1CCCO1)c1ccccc1[N+](=O)[O-] (stereo not drawn),54,98,8,-12,103,98,98,98,102,0.6,1
O=C(Nc1nc(-c2ccccc2)cs1)c1cccnc1,30,100,7,.,101,101,102,104,104,-1.0,1
Cc1ccc(C(=O)Oc2ccc(C(=O)COC(=O)C3CC(=O)N(Cc4ccco4)C3)cc2)cc1 (stereo not drawn),15,97,7,.,102,100,97,100,101,1.6,2
O=C(CN1C(=O)/C(=C/c2ccccc2)SC1=S)Nc1cccnc1,20,95,6,-8,105,98,97,96,100,0.2,0
CN1CCN(NC(=O)c2cc(Br)ccc2Cl)CC1,11,96,8,.,105,98,96,93,97,-1.2,2
COc1ccc2c(c1)SC(C)CC2=O (stereo not drawn),27,94,3,.,100,95,95,95,95,0.6,3
Cc1cc(C)nc(SCC(=O)Nn2cnnc2)n1,25,96,19,3,93,98,97,96,95,-2.6,-2
Cc1cccc(-n2cc(-c3ccccc3)c3c(=O)[nH]cnc32)c1,11,106,10,.,104,109,106,108,119,1.0,18
N#C/C(=C/c1ccc(N2CCCCC2)o1)C(=O)NCCc1c[nH]c2ccccc12,12,98,11,-38,100,100,98,99,100,1.4,2
COc1ccc(NC(=O)c2ccc3nc[nH]c3c2)c(OC)c1,11,94,11,-2,100,95,93,90,94,0.2,15
OCCN1CCN(CCOc2cccc(Cl)c2)CC1,21,104,7,12,103,107,108,109,107,1.3,9
O=C(COC(=O)c1cccc2c1C(=O)c1ccccc1C2=O)NC1CCCCC1,10,92,6,10,97,93,91,97,93,0.9,8
COc1cc(SC)ccc1C(=O)Nc1ccc2c(c1)OCCO2,16,104,7,.,102,104,105,106,105,0.5,3
# The list goes on.
SMILES,GSH bead fluor,Rac1 mut GTP,Avidin fluor,Pf gametocyte,Rab7 wt GTP bind,HRas wt GTP bind,Rab2 wt GTP,Cdc42 wt,Rac1 wt GTP bind,ABCB1 block,ABCG2 inh
CCN(CC)S(=O)(=O)c1ccc(C(=O)Nc2cc(C)cc(C)c2)cc1,18,102,5,.,97,103,103,103,101,1.4,12
Cc1cc(N2CCN(c3ccccn3)CC2)n2cc(-c3ccccc3)nc2n1,25,93,13,1,94,93,92,92,93,8.1,40
CCNCc1cc(Br)c(OCC(=O)Nc2ccccc2)c(OC)c1,17,92,6,15,88,92,91,95,96,-0.3,0
COCCCn1c(=O)/c(=C\c2ccccc2OC(F)F)s/c1=C(/C#N)C(N)=O,11,98,10,24,105,99,99,98,103,0.2,26
CC(=O)C1=C(C)NC(=O)CC1c1ccc(Br)cc1 (stereo not drawn),18,98,10,28,99,96,95,94,97,0.2,0
O=C(O)c1cccc(NC(=O)c2cccc(S(=O)(=O)N3CCCCC3)c2)c1,51,95,8,.,95,97,94,95,96,0.7,3
Cc1cc(C(F)(F)F)n2nc(-c3sccc3-n3cccc3)cc2n1,46,96,21,0,98,96,99,95,97,0.2,2

# Source: PubChem
